HSP90 refold inh = inhibitors of HSP90 luciferase refolding in rabbit reticulocyte lysate | luciferase refolding luminescence, 3 h | inhibition, % at 5.6 µM | hit rate 0.91% among 290,000;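 active = inhibition above the screen-wide mean plus 3 SD, computed separately per campaign, cut at about 16% in these data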;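 note: 0% = DMSO wells and 100% = 60 µM geldanamycin wells; inhibitors lower the luminescence because luciferase stays unfolded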
Platelet DG rel = modulates dense granule release in human platelets; human platelet-rich plasma, SFLLRN dense granule ATP release, luminescence; inhibition, %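 (compounds screened at 7.5 µM in platelet-rich plasma)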; hit rate 0.22% among 300,000; AID 1663;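 active = mean replicate score, as percent of positive control, at or above 50; inconclusive = mean below 50 but at least one replicate at or above 50; inactive = mean and every replicate below 50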
KLF5 inh = inhibitors of KLF5 expression. DLD-1 KLF5 promoter-luciferase reporter, luminescence. inhibition, % at 5 µM. hit rate 0.23% among 290,000;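 active = inhibition above a per-plate limit of that plate's mean compound inhibition plus 3 SD, cut at about 60% in these data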;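 note: 0% = DMSO wells and 100% = LY294002 at 200 µM; higher means less KLF5 promoter-driven luciferase light; inactives centre near -14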
GSK3B inh = blocks human GSK3beta kinase activity; P49841; GST-GSK3beta kinase, ADP-Glo luminescence, 60 min; active compounds read low; activity score (negative = inhibition), % at 10 µM; hit rate 0.038% among 300,000;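 active = more than half of replicate wells score below -50%, meaning over 50% inhibition versus plate controls; inconclusive = some replicates but at most half score below -50%; inactive = no replicate scores below -50%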;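 note: 0% = median DMSO wells and -100% = median GW8510 positive control wells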
Target sequence (P49841 whole entry, looked up): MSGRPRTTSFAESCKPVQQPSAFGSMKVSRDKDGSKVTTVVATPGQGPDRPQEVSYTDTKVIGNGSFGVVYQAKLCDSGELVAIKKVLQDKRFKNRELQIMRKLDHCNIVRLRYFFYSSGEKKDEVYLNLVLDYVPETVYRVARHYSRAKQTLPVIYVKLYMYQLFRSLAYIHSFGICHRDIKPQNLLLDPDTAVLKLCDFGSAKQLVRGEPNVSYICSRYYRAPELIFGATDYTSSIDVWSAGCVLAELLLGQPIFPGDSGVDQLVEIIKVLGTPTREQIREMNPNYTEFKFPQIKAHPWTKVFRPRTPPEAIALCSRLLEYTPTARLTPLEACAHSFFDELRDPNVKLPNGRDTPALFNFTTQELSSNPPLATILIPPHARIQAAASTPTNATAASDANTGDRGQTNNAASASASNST
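Test system – GST-tagged human GSK3beta kinase, cell-free · Incubation – 60 min enzyme reaction, room temperature · Signal – ADP-Glo luminescence · Also added – peptide substrate and ATP at 25 µM · Controls – DMSO neutral wells and GW8510 at 20 µM as positive · Buffer or medium – Tris/MgCl2 kinase buffer · Measure – Luminescence-derived activity versus plate DMSO and GW8510 wells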
HSF1 inhib = HSF1 inhibition; hit rate 0.77% among 300,000; AID 2098; NIH3T3-HGL HSE-luciferase, MG132-induced, luminescence 8 h; active compounds read low; activity change, negative = inhibition, % at 7.5 µM (by protocol);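 active = more than half of replicate wells show activity change below -50%, luminescence cut by over half; inconclusive = some wells, but at most half, below -50%; inactive = no replicate well below -50%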;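 note: luciferase reports HSF-1 transcriptional activity via heat shock element; 0% = median of DMSO wells and -100% = zero luminescence signal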
Dyrk1A ADPGlo = blocks rat Dyrk1A kinase activity; Q63470; ADP-Glo luminescence, NFATc1 peptide; inhibition, % at 12.5 µM; hit rate 0.43% among 310,000; in the data active = inhibition above about 50%;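 note: plate controls were vehicle with enzyme for no effect and no enzyme for full effect; many of its hits are not listed in these tables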
IEC-6 cytotox = IEC-6 cytotoxicity, counter-screen for KLF5 inhibitors | luminescence viability | inhibition, % at 5 µM | hit rate 0.78% among 290,000; in the data active = inhibition above about 22%;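 note: 0% = plate median of test compound wells and 100% = cytotoxic reference compound wells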
aSyn UTR inh = MLPCN primary screen, SNCA 5' untranslated region; alpha-synuclein 5'UTR reporter, inhibitor activity; inhibition, % (tested at 7.5 µM); hit rate 0.82% among 300,000; AID 1813; in the data active = inhibition above about 60%; inconclusive = no clear call, values can overlap the other calls;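 note: H4 neuroglioblastoma cells stably carrying SNCA 5'UTR luciferase fusion; 0% = DMSO wells and 100% = positive control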
HSF-1 act = increases HSF-1 driven luciferase reporter signal | NIH3T3-HGL HSF-1 luciferase reporter, MG132, 8 h; 100% = twice DMSO control signal | activation, % at 9 µM | hit rate 1.7% among 300,000;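 active = mean replicate activation of at least 50% with a set share of replicates each reaching 50%; inconclusive = only one of those two conditions met; inactive = mean below 50% and too few replicates reaching it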;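 note: 0% = median of the neutral control wells and 100% = twice that signal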
GSK3A inh = inhibitors of human GSK-3 alpha kinase. P49840. ADP-Glo luminescence, 60 min. inhibition, % at 10 µM. hit rate 0.1% among 320,000. AID 2650;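 in the data active = inhibition above about 50%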;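 note: GST-tagged GSK-3 alpha with peptide substrate and 25 µM ATP; 0% = DMSO neutral wells and 100% = GW8510 positive control wells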
Target sequence (P49840 whole entry, looked up): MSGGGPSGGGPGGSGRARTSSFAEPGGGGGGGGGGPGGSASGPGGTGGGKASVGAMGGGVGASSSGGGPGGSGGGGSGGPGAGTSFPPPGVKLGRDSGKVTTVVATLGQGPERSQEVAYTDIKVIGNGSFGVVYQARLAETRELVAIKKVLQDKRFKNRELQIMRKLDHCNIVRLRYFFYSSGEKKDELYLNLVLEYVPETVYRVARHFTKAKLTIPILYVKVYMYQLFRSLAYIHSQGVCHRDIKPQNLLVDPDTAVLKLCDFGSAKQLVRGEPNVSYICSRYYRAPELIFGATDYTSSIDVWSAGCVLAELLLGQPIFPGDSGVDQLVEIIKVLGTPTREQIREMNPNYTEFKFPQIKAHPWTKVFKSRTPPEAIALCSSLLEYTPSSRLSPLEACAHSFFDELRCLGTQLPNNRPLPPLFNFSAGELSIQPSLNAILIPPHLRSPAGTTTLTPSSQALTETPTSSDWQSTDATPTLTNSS
* hit, by the source's call; ? = inconclusive; . = not tested or not shown.

SMILES | HSP90 refold inh | Platelet DG rel | KLF5 inh | GSK3B inh | HSF1 inhib | Dyrk1A ADPGlo | IEC-6 cytotox | aSyn UTR inh | HSF-1 act | GSK3A inh
Cc1ccc(NC(=O)CSc2nnc(-c3cc(C)[nH]n3)n2N)cc1 | -4 | -21 | -19 | -10 | 12 | 0 | -6 | 11 | 3 | 0
CCc1nc2ccccc2c(C(=O)OCC(=O)NCc2ccco2)c1C | -1 | 19 | -15 | -5 | 16 | 7 | -1 | 15 | 6 | .
CCCCN1C(=O)c2ccccc2C1C(=O)NC1CCCC1 (stereo unspecified) | 2 | 5 | 5 | 3 | -4 | -3 | -2 | -20 | 2 | 1
Cc1cnc(C)c(N2CCN(Cc3nc(-c4cccc(F)c4F)oc3C)CC2)n1 | 2 | 2 | -13 | 3 | -3 | 4 | 0 | 16 | 3 | 1
COc1ccc(CN(C)CC(=O)Nc2cccc3ccccc23)cc1F | -4 | -1 | -9 | 2 | -1 | 10 | 1 | 13 | 0 | 1
O=C(Nc1ccc2c(c1)OCCO2)C1CCCN(S(=O)(=O)c2cccs2)C1 (stereo unspecified) | 2 | -3 | -14 | 4 | 1 | 0 | 5 | -8 | 3 | 0
O=C(COC(=O)Cc1ccccc1F)Nc1ccc2c(c1)OCO2 | 0 | -11 | 15 | 2 | -1 | 2 | -3 | 6 | 12 | 3
CCN(c1ccc(NC(=O)CSc2nnc3nc(C)cc(C)n23)cc1)C(C)C | 1 | -6 | -32 | -2 | -4 | 2 | -4 | -7 | 5 | -1
CCc1ccc(NC(=O)c2c(C(=O)Nc3ccccc3)sc3nc(C)cc(=O)n23)cc1 | -3 | -1 | -12 | -3 | -4 | -1 | 2 | -6 | 4 | 2
COc1ccc(C2/C(=C(\O)c3ccc(OC)c(Cl)c3)C(=O)C(=O)N2CCN(C)C)cc1 (stereo unspecified) | 0 | 5 | -1 | 0 | -7 | 6 | 4 | 1 | 0 | -2
N#CC1=C(N)Oc2cc3ccccc3cc2C1c1cccnc1 (stereo unspecified) | -1 | 4 | 0 | 2 | -3 | 10 | 47* | -16 | -3 | 6
Cc1ccc(S(=O)(=O)N2C(=O)CCC2C(=O)N2CCCCC2)cc1 (stereo unspecified) | 2 | -5 | -30 | 6 | 4 | -7 | -2 | 9 | 7 | 0
Cc1c(Cl)cccc1NC(=O)C1=COCCO1 | . | -4 | . | -10 | -1 | -1 | . | -42 | 5 | -4
CN1C(=S)N(c2cccnc2)C(=O)/C1=C\c1ccc(N(C)C)cc1 | -4 | 2 | -21 | 0 | 0 | 3 | 1 | -42 | 23 | .
CCN1C(=O)/C(=C/C2=Cc3ccccc3OC2C)SC1=S (stereo unspecified) | 4 | -14 | -2 | -5 | -9 | . | -2 | -26 | 9 | 2
O=C(C1=C(O)C(=O)N(CCN2CCOCC2)C1c1cccc(Br)c1)c1cc2ccccc2o1 (stereo unspecified) | 0 | -2 | -9 | 1 | -7 | . | 9 | 1 | -5 | 0
O=C(COc1cc2oc(=O)c3c(c2cc1Cl)CCC3)NCc1ccccn1 | -3 | -5 | -10 | 1 | 10 | -5 | -1 | -5 | 16 | 3
CCN(CC)c1ccc([C@H]2[C@@H]3CCCC[C@]3(O)CCN2CC(=O)NCc2ccco2)cc1 | -2 | 5 | -26 | 3 | -1 | . | -2 | 6 | 17 | 0
Cc1cccnc1NC(=O)Nc1cccc(C(F)(F)F)c1 | -3 | 1 | -12 | 2 | -9 | -7 | 8 | -23 | -12 | 7
O=C(CCc1nnc2n(CCc3ccccc3)c(=O)c3ccccc3n12)NCCCN1CCCCC1 | 3 | -11 | -16 | -2 | -11 | -1 | -9 | -25 | 0 | -1
CCN(C(=O)COC(=O)c1oc2ccc(OC)cc2c1C)C1CCCCC1 | . | -7 | . | 4 | -2 | -7 | . | -5 | 12 | 1
O=C(Nc1ccc(Br)cc1)c1cccc(N2C(=O)C3C4CCC(C4)C3C2=O)c1 (stereo unspecified) | -2 | -2 | -25 | 2 | 5 | 1 | -3 | -27 | -8 | -3
CCNC(=O)CCc1nc(-c2ccc(C(C)(C)C)cc2)no1 | -1 | -2 | 62* | 0 | 21 | 0 | 0 | 28 | 46 | 0
COc1ccccc1CNC(=O)[C@H](C)NC(=O)C1CCN(C(=O)[C@@H](N)CC(C)C)CC1 | -1 | 1 | -17 | -2 | -3 | -9 | 0 | -2 | 10 | 5
NNC(=O)c1cncn1-c1ccc(F)cc1 | -2 | -5 | 6 | 3 | 4 | 0 | 2 | 9 | -2 | 0
CC(C)C(C(=O)NC1CCCC1)N(Cc1ccco1)C(=O)CNS(=O)(=O)c1ccccc1 (stereo unspecified) | -3 | -8 | -24 | 0 | 6 | -1 | 2 | -3 | 18 | -2
Cc1onc(-c2ccccc2)c1-c1n[nH]c(=S)n1-c1ccccc1 | 3 | -4 | -8 | 1 | -1 | -3 | -7 | 7 | 1 | .
N/C(=N\OC(=O)COc1ccc2ccccc2c1)c1ccccn1 | -4 | 9 | -22 | 5 | 16 | 16 | -6 | -47 | 40 | 0
Cc1cc(O)c(-c2ccno2)cc1Cl | -4 | -8 | -9 | -1 | -7 | -3 | 2 | 24 | -5 | -1
COc1ccc(C(=O)Nc2ccccc2N2CCCC2)cc1 | 0 | 2 | -35 | 0 | 5 | 3 | 4 | -30 | -1 | 2
COc1ccc(N2C(=O)C(OC(C)=O)C2c2ccc(C)cc2)cc1 (stereo unspecified) | 2 | 3 | -13 | -4 | 10 | -2 | 4 | 10 | 42 | 2
COc1ccc(N2CCN(C(=O)NCc3ccc(C)cc3)CC2)cc1 | 1 | -19 | 4 | 2 | -4 | -8 | -3 | -23 | -2 | 1
O=C(Nc1ccc(OCC(F)(F)C(F)F)c(C(F)(F)F)c1)c1ccccc1O | -4 | -2 | 4 | 4 | 38 | 7 | 2 | 42 | 66* | -12
CNc1ccc(Br)cc1C(O)c1ccccc1 (stereo unspecified) | 2 | -2 | -6 | 0 | -1 | 5 | -2 | 33 | 7 | -1
CC1CCCCN1C(=O)CCC(=O)Nc1nnc(C2CCCCC2)s1 (stereo unspecified) | 3 | -5 | -12 | 1 | 3 | 3 | 7 | 8 | -10 | 0
CC(C)CN(C(=O)COC(=O)CNC(=O)c1sc2ccccc2c1Cl)C1CCS(=O)(=O)C1 (stereo unspecified) | . | 1 | . | 0 | 0 | 10 | . | -3 | -16 | -1
CCCCN(C(=O)C1CC(=O)N(CCc2ccc(OC)c(OC)c2)C1)c1c(N)n(CCCC)c(=O)[nH]c1=O (stereo unspecified) | . | 2 | . | -1 | -1 | 2 | . | -4 | 9 | 1
CC(=O)Nc1ccc(S(=O)(=O)NC2(C(F)(F)F)C(=O)Nc3c2c(=O)n(C)c(=O)n3C)cc1 (stereo unspecified) | -1 | 5 | -25 | -2 | -9 | -2 | -3 | -10 | -23 | -4
Cc1ccc(C(C)NC(=O)/C(C#N)=C\c2c(C)[nH]c3ccccc23)cc1 (stereo unspecified) | 3 | 11 | -16 | . | 7 | -3 | 5 | 42 | 0 | -1
CC(=O)Nc1ccc(S(=O)(=O)N(C)Cc2ccccc2)cc1 | 3 | -1 | -17 | -4 | -18 | -3 | 0 | -2 | -4 | -9
COc1cc(NC(=O)c2ccccc2)c(C)cc1NC(=O)CC(CC(=O)O)c1ccccc1 (stereo unspecified) | 1 | 2 | -38 | -1 | 0 | 0 | -1 | 19 | -1 | -2
COc1cccc(N(C(=O)c2csnn2)C(C(=O)NC2CCCC2)c2ccccc2)c1 (stereo unspecified) | -4 | 0 | -5 | -8 | -7 | 2 | -3 | 11 | -6 | -1
COc1ccc(CCNC(=O)Nc2ccc(F)cc2F)cc1OC | 12 | 7 | 13 | 1 | 2 | 0 | 1 | -4 | 20 | -2
O=[N+]([O-])c1ccc(Nc2nc(NCCO)nc(N3CCCC3)n2)cc1 | 1 | -3 | 8 | 3 | 6 | 0 | 1 | 8 | 8 | -1
COc1cc(OC)c2ccc(=O)oc2c1C(CC(=O)N1CCCC1)c1ccc2c(c1)OCO2 (stereo unspecified) | . | 4 | . | -8 | -1 | 3 | . | 30 | 4 | -3
O=C(CCS(=O)(=O)c1cccc2nsnc12)N1CCN(Cc2ccc3c(c2)OCO3)CC1 | 2 | 4 | -32 | -1 | 3 | -2 | 0 | -5 | 2 | 0
CCC/C(O)=C1\C(=O)CC(c2ccccc2)CC1=NC (stereo unspecified) | 1 | -3 | 4 | -4 | -9 | -5 | -3 | 23 | -6 | 3
O=Cc1cccc(OC(=O)c2ccc(Cl)cc2Cl)c1 | -1 | -2 | -129 | -9 | 27 | . | -2 | -14 | 64* | -2
CCOC(=O)C1=C(C)OC(N)=C(C#N)C1c1cccs1 (stereo unspecified) | 4 | -1 | -10 | -4 | 1 | 2 | 2 | 7 | 12 | 3
CC(/C=C1\N=C(SCc2ccccc2)SC1=O)=C\c1ccccc1 | -3 | -5 | -1 | 2 | 1 | -1 | -3 | -14 | 7 | -3
Nc1ccc(-c2nc3ccc(-c4nc5ccccc5o4)cc3[nH]2)cc1 | 4 | 0 | -71 | 1 | 10 | -2 | 3 | -215 | 36 | -5
CN(C)c1ccc(C(=O)/C=C/c2ccc(Br)cc2)cc1 | -1 | 6 | -6 | 1 | 30 | -21 | -2 | -79 | ? | 3
Cc1ccc(NC(=O)c2cc(-c3ccc(F)cc3)on2)cc1C | -3 | 5 | -47 | 2 | 8 | -7 | -1 | -49 | -3 | 1
COc1cc(/C=c2\sc3n(c2=O)C(c2ccccc2)C(c2ccccc2)=NN=3)ccc1O (stereo unspecified) | -5 | . | -15 | . | . | -4 | -10 | . | . | -2
O=C(C(Sc1ccccc1)c1ccccc1)N1CCN(c2ccccc2)CC1 (stereo unspecified) | 0 | -14 | 6 | 4 | 3 | -7 | -6 | 17 | -8 | 0
CCCCn1c(CN2CCN(C)CC2)nc2ccccc21 | 3 | 5 | -7 | 5 | -12 | -3 | 5 | 19 | -9 | 0
CC(=O)NCC(=O)N(Cc1ccco1)C1(C(=O)NC2CCCC2)CCCCC1 | 2 | 2 | -11 | 0 | -6 | -2 | -2 | 1 | -15 | -2
CN1C(c2ccc(F)cc2)=CS/C1=C(\C#N)c1nnc2n1-c1ccccc1SC2 | 2 | -8 | -10 | -2 | 10 | 1 | 0 | 15 | 27 | 7

Some of these compounds in order of their number in GSK3A inh, high to low.
| mol | HSP90 refold inh | Platelet DG rel | KLF5 inh | GSK3B inh | HSF1 inhib | Dyrk1A ADPGlo | aSyn UTR inh | HSF-1 act | GSK3A inh |
| --- | --- | --- | --- | --- | --- | --- | --- | --- | --- |
| CCCCn1c(CN2CCN(C)CC2)nc2ccccc21 | 3 | 5 | -7 | 5 | -12 | -3 | 19 | -9 | 0 |
| O=Cc1cccc(OC(=O)c2ccc(Cl)cc2Cl)c1 | -1 | -2 | -129 | -9 | 27 | . | -14 | 64* | -2 |
| Nc1ccc(-c2nc3ccc(-c4nc5ccccc5o4)cc3[nH]2)cc1 | 4 | 0 | -71 | 1 | 10 | -2 | -215 | 36 | -5 |

From PubChem BioAssay

Not all compounds are listed. The share of hits here may be higher or lower than overall.
